FUS yeast rescue: suppressors of FUS proteinopathy in yeast; Potency, µM (titrated, usually from 76.6 µM), without a hit: at the top dose growth rescue (activation), most hits filed as activators; actives 0.24% (n = 390,000); AID 1347120; S. cerevisiae FUS-expressing, growth rescue, OD600, 24 h;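 also: potency is read from the fitted curve at half-maximal effect; plate controls were DMSO vehicle for no effect and reference control for full effect; nearly all actives have a fitted effect of over 55% in size; some results filed as inactive show a strong effect at the top dose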
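Yeast FUS proteinopathy model; galactose-induced FUS (2%), starting OD 0.005. Cpds in dilution series, 24hr, 30C, 99% humidity. Abs 600 nm growth. Pos ctrl CP55940 (top 92uM final); neg ctrl DMSO.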
TDP43 rescue: rescues yeast growth from TDP-43 toxicity; TDP-43 expressing yeast growth rescue, BacTiter-Glo, 24 h; Potency, µM (top dose mostly 46.1 µM), for the others: at the top dose growth rescue (activation), most hits filed as activators; actives 1.8% (n = 410,000); AID 652104; also: potency is read from the fitted curve at half-maximal effect; % of control where 0% means no effect; nearly all actives have a fitted effect of over 50% in size
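Cell-based yeast growth screen: TDP-43 expression induced in galactose, inoculum OD600=0.02 after raffinose pregrowth to mid-log. Read-out BacTiter-Glo luminescence at 24 hr, 30 deg C; inhibition of toxicity seen as signal increase.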
Abeta rescue: compounds reversing amyloid beta toxicity in yeast | yeast expressing A-beta42, growth rescue, OD600, 48 h; response scale: 0% DMSO, 100% iron-clioquinol control | Potency, µM (series often up to 46.1 µM), inactives show at the top dose growth rescue, usual class: activators | actives 0.063% (n = 410,000) | AID 1347071; also: potency is read from the fitted curve at half-maximal effect; nearly all actives have a fitted effect of over 55% in size
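Growth rescue measured by 600 nm absorbance after 48 h yeast culture at 30 C with compound. Values normalized between DMSO and an equimolar ferric chloride plus clioquinol control.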
aSyn rescue: rescues yeast growth from alpha-synuclein toxicity; Yeast expressing alpha-synuclein, growth rescue, BacTiter-Glo, 24 h; AID 652106; actives 0.14% (n = 370,000); Potency, µM (series often up to 46.1 µM), without a hit: at the top dose growth rescue (activation), usual class: activators; also: potency is read from the fitted curve at half-maximal effect; % of control where 0% means no effect; nearly all actives have a fitted effect of over 65% in size
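Galactose-induced alpha-syn yeast (OD600=0.02, raffinose-pregrown) + pinned cpd, 24 hr, 30 deg C; growth by BacTiter-Glo luminescence. Growth restoration scores as activation.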
DRD3 agonist: D3 dopamine receptor (human) agonism; P35462; max activation, %; actives 0.58% (n = 410,000); D3R DiscoveRx beta-arrestin cells, luminescence, 90 min; in the data active = max activation above about 30%; also: 0% is about no effect; mostly tested at two doses, the higher about 12 µM
Target sequence (P35462 whole entry, looked up): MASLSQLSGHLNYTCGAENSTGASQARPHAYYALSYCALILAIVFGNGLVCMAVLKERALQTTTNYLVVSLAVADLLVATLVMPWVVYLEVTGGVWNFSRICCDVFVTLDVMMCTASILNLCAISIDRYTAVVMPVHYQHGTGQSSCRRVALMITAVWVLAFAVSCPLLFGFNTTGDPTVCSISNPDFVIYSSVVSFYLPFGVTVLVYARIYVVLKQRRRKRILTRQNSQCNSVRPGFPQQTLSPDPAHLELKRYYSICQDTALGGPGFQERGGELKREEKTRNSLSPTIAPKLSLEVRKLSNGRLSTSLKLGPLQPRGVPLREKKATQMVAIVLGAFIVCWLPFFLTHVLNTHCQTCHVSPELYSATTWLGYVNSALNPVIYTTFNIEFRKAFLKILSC
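Cells at 1500/well, incubated overnight, then treated with pinned compounds (dopamine as control) for 90 min at 37 degrees C. DiscoveRx reagent added for 30 - 60 minutes at room temperature; luminescence read.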
DRD3 antagonist: antagonists of human D3 dopamine receptor | P35462 | D3R cells, DiscoveRx beta-arrestin luminescence, antagonist mode; hits give low values | max response, negative = inhibition, % | actives 2.5% (n = 360,000) | AID 652054; in the data active = max response below about -50%; inconclusive = no clear call, values can overlap the other calls; also: % is scaled to controls: 0 for no effect and ±100 for the full control effect; mostly tested at two doses, the higher about 12 µM
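Cells plated overnight at 1500 cells/well, then exposed to library compounds with dopamine controls for 90 minutes at 37 degrees C. DiscoveRx reagent added for 30–60 minutes at room temperature; luminescence read, quantitative HTS format.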
EPAC2 antag: antagonists of human EPAC2. Q8WZA2. EPAC2 GEF exchange of Rap1B-BODIPY-GDP, fluorescence. Potency, µM (highest dose often 114 µM), without a hit: at the top dose activity, negative = inhibition, most hits filed as inhibitors. actives 0.18% (n = 360,000). AID 720708; also: potency is read from the fitted curve at half-maximal effect; % is scaled to controls: 0 for no effect and ±100 for the full control effect; nearly all actives have a fitted effect of over 45% in size; many of its hits are not listed in these tables
EPAC2 ag: agonists of human EPAC2 (RAPGEF4); Q8WZA2; EPAC2 activation, biochemical qHTS; response scale: 100% = 6.5 mM cAMP response; Potency, µM (doses to about 154 µM), inactives show at the highest dose activation, usual class: activators; actives 0.079% (n = 360,000); also: potency is read from the fitted curve at half-maximal effect; nearly all actives have a fitted effect of over 50% in size
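qHTS, titration series. 100 nM EPAC2 / 250 nM Rap1B-BODIPY-GDP / 50 uM GDP; RT; ex 480/em 540 nm, 5-min reads to 30 min. Norm. to 6.5 mM cAMP = activation.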
* = called active by the depositor; ? = inconclusive; / = not tested or not shown; [ ] = dose if it differs, or a comment. Unless noted, calls follow the shape of the dose curve; as a rule, active = well fitted curve in the direction sought with a large enough effect; inconclusive = small, poorly fitted or top-dose-only effect, or another doubt; inactive = no such curve, though single readings can be large; an effect the other way counts as inactive or inconclusive. These rows are one share of the data; count on the stated rates, not on these rows.

SMILES	FUS yeast rescue	TDP43 rescue	Abeta rescue	aSyn rescue	DRD3 agonist	DRD3 antagonist	EPAC2 antag	EPAC2 ag
CC(=O)N1c2c(cc(Br)cc2S(=O)(=O)N2CCN(c3cccc(Cl)c3)CC2)CC1C (stereo not given)	35%	10%	4%	/	-16	/	/	/
COc1cccc(C(=O)N2CCN(Cc3nc(CC4CC4)no3)CC2)c1	-47%	-4%	-16%	-2%	-11	-19	11%	5%
Nc1c(N(Cc2ccco2)C(=O)COc2ccccc2Cl)c(=O)[nH]c(=O)n1Cc1ccccc1	-9%	7%	-18%	-1%	2	13	10%	-1%
Cc1ccc(-n2c(SCC(=O)NCc3ccco3)nc3nc4c(cc3c2=O)COC(C)(C)C4)cc1	41%	2%	0%	-12%	-6	0	4%	-3%
COc1ccc(OC(C)C(=O)N2CCOCC2)cc1 (stereo not given)	1%	20%	16%	0%	0	15	8%	1%
O=[N+]([O-])c1cc(S(=O)(=O)N2CCCC2)ccc1N/N=C/c1ccccn1	54%	-9%	16%	7%	2	4	10%	3%
Cc1ccc2oc(-c3cc(NC(=O)Cc4ccccc4)ccc3Cl)nc2c1	-6%	22%	0%	/	-5	/	/	/
CCCc1nn(C)c(C(=O)Nc2ccc3ccccc3c2)c1Cl	/	-9%	-2%	-2%	-3	17	22%	1%
COc1ccc(C(=O)N/C(=C\c2ccc([N+](=O)[O-])cc2)C(=O)NC(CCSC)C(=O)O)cc1 (stereo not given)	-10%	2%	1%	6%	0	-14	-3%	-2%
Cc1nc([N+](=O)[O-])cn1CC(=O)Nc1ccc2c(c1)OCO2	1%	8%	0%	1%	-3	-1	5%[57.1 µM]	11%
Cc1ccccc1C(=O)NC(=S)Nc1ncccn1	-22%	0%	15%	-1%	3	7	-5%	6%
O=C(NC1CCCC1)c1ccc(CS(=O)(=O)c2ccc(Br)cc2)o1	-14%	-3%	-2%	-5%	-3	4	4%	-1%
CC(=O)c1c(C)[nH]c(C(=O)OC(C)C(=O)Nc2cc(S(=O)(=O)N3CCCCC3)ccc2Cl)c1C (stereo not given)	16%	10%	-11%	5%	0	12	-9%	-5%
O=C(CCCC(=O)N(CC(=O)NC1CCCC1)c1cccc(F)c1)Nc1ccccn1	0%	-1%	-1%	4%	-3	1	-13%	3%
Cc1ccc2occ(/C=N/NC(=O)c3ccccc3C)c(=O)c2c1	40%	2%	-9%	-9%	-7	-2	-6%	5%
COc1ccc(NC(=O)N(C)[C@H]2C[C@H]3c4[nH]c5ccccc5c4CCN3C[C@H]2[C@H](C)O)cc1	-13%	1%	-7%	?	-11	?	-5%	18%
CCOc1ccc(NC(=O)CN(C)C(=O)c2cc([N+](=O)[O-])ccc2Sc2ccccc2)cc1OCC	41%	11%	15%	-2%	5	11	5%	3%
O=C(C1CC1)N1CCCN(C(=O)C2CC2)CC1	-5%	-1%	1%	-2%	5	9	3%	13%
O=C(CCc1ccccc1)Nc1ccccc1	13%	-27%	-15%	-3%	-5	-10	6%	-4%
CC(C)N(C(=O)Cn1cc(SCC(=O)NCc2ccco2)c2ccccc21)C(C)C	14%	6%	0%	9%	5	5	8%	4%
O=C(O)[C@H](Cc1ccccc1)N1C(=O)c2c(Cl)c(Cl)c(Cl)c(Cl)c2C1=O	-9%	7%	-24%	-7%	3	20	?	0%
CC(C)Cn1nnc2c(=O)oc3ccccc3c21	/	23%	12%	10%	5	9	4%	11%
COc1ccccc1CN(C)C(=O)c1cccc(S(=O)(=O)N2CCN(Cc3ccccc3)CC2)c1	13%	16%	23%	1%	4	-14	-11%	15%
CC(=O)Nc1cccc(-c2cc(NC(C)=O)c3ncc(-c4ccc(F)cc4)n3c2)c1	20%	20%	-11%	-1%	4	0	-10%	5%
Cc1noc(C)c1C(=O)OCC(=O)Nc1ccc(S(N)(=O)=O)cc1	-21%	10%	6%	3%	4	16	3%	3%
COc1ccc(C(=O)c2sc(Nc3ccccc3)nc2N)cc1OC	20%	-5%	-8%	-2%	-21	-23	-1%	10%
CC1CCCC(NC(=O)CN2CCN(S(=O)(=O)c3ccc(Br)s3)CC2)C1C (stereo not given)	15%	29%	0%	12%	2	6	?	1%
CC(=O)Nc1ccc(S(=O)(=O)NNC(=O)COc2cccc(C)c2)cc1	7%	10%	4%	-1%	-4	18	0%	17%
CCOCCCNC(=O)CCCOc1ccccc1	-1%	10%	4%	2%	-2	8	6%	6%
Cc1ccc(-n2nc(C)c3c(C)c(CCC(=O)NCc4ccccc4Cl)c(C)nc32)cc1	-12%	16%	-2%	/	5	/	/	/
Cc1ccc(F)cc1NC(=O)CN1CCN(Cc2ccccc2)CC1	-40%	8%	-12%	2%	-22	-15	0%	-2%
CCOC(=O)C/C(C)=N\Nc1ccc([N+](=O)[O-])cc1[N+](=O)[O-]	10%	11%	3%	0%	4	-1	-1%	12%
C#CCOCCOCCOCCNc1nc(N2CCN(C(=O)[C@H]([C@@H](C)CC)n3cc([C@@H](N)Cc4ccc(O)cc4)nn3)CC2)nc(N2CCN(C(=O)[C@H](Cc3cc4ccccc4[nH]3)n3cc([C@@H](N)CC(C)C)nn3)CC2)n1	?	8%	-15%	-5%	-10	-50*	-11%	13%
COc1ccc(CCNC2CC(=O)N(C3CCCCC3)C2=O)cc1OC (stereo not given)	1%	0%	13%	-2%	0	4	10%	10%
CCC(=O)c1ccc(OCC(O)CN2CCN(S(=O)(=O)N3CCCCC3)CC2)cc1 (stereo not given)	-9%	8%	16%	-2%	0	-4	13%	1%
c1ccc(COc2cccc(-c3cc4nc(NCc5ccc6c(c5)OCO6)ccn4n3)c2)cc1	27%	11%	-32%	-33%[inhibitor]	1	-22	31%[activator]	12%
COc1ccc(C(CNC(=O)CCOc2ccccc2)N(C)C)cc1 (stereo not given)	4%	-22%	-11%	-16%	-52	-76*	-5%	20%
COc1cc(C2C(C(=O)N3CCOCC3)=C(C)NC3=C2C(=O)CCC3)ccc1OC(C)=O (stereo not given)	-11%	-15%	7%	-1%	2	10	-1%	8%
COc1cccc(C(O)c2nc(-c3cccc(NC(C)=O)c3)cs2)c1 (stereo not given)	-3%	29%	-10%	-6%	10	24	5%	4%
COc1cccc(CNC(=O)Nc2ccc3c(c2)N(C)C(=O)c2ccccc2S3)c1	17%	-2%	-5%	/	-6	/	/	/
Cc1[nH]c(=S)[nH]c(=O)c1Cc1c(O)ccc2ccccc12	/	-15%	4%	3%	0	?	-7%	8%
CN1C=CC(=O)[C@@H](OC(=O)Nc2ccc(Br)cc2)[C@H]1c1ccccc1Br	26%	25%	0%	3%	-34	22	-15%	13%
COc1ccc(CN2C(=O)CCC2(C)c2nnnn2-c2c(C)cccc2C)cc1 (stereo not given)	23%	?	4%	18%	6	0	7%	7%
CC(C)c1nn2c(=O)cc(COC(=O)c3ccco3)nc2s1	-12%	9%	-10%	/	5	/	/	/
COc1cc2c(cc1OC)CN(C(=O)CCCOc1ccc(Cl)cc1Cl)CC2	?	?	-1%	9%	5	22	-11%	27%
CC(=O)c1ccc(NC(=O)N[C@@H](Cc2ccccc2)C(=O)O)cc1	6%	-12%	3%	4%	4	-10	6%	2%
Cc1ccc(-n2nc(C)c3c(C)cc(=O)n(CC(=O)Nc4cc(Cl)ccc4C)c32)cc1	-22%	-27%	-9%	/	-22	/	/	/
CC1(C)CC(=O)C2=C(C1)N(CCN1CCOCC1)C1=C(C(=O)CC(C)(C)C1)C2c1cccc(Cl)c1	19%	-10%	-6%	-3%	0	-17	0%	1%
O=C(CSc1nc(=O)n(Cc2ccccn2)c2c1CCC2)Nc1cccc(Cl)c1	?	21%	-1%	/	4	/	/	/
CC(OC(=O)CNS(=O)(=O)c1ccc2ccccc2c1)C(=O)N(C)c1ccccc1 (stereo not given)	46%	-31%[inhibitor]	22%	-3%	13	-28	-21%	28%
O=C1NC2(CCCCC2)C(=O)N1CC(=O)N1CCc2ccccc21	18%	-29%	-6%	2%	-5	0	-13%	2%
NC(=O)COc1ccccc1C(=O)O	-12%	-6%	1%	-3%	2	18	5%	-2%
CC(=O)c1ccc(NC(=O)CSc2nnc(-c3ccoc3C)n2Cc2ccccc2)cc1	14%	6%	-3%	11%	-17	-9	-6%	-14%
CCCCOC(=O)c1ccc(NC(=O)/C=C/c2cccs2)cc1	/	15%	-32%	-18%	-35	-23	-10%	8%
COc1ccccc1N1CC(C(=O)Nc2nnc(SC)s2)CC1=O (stereo not given)	/	19%	1%	0%	0	-2	-3%	0%
O=C(Cc1ccccc1)NCC(=O)N1CCC1	6%	-21%	-22%	?	-16	-25	-8%	1%
CCc1nnc(NC(=O)c2nc(S(C)(=O)=O)ncc2Cl)s1	2%	?	-3%	/	8	/	/	/
CCCC12CN3CCN(CC(C3)/C1=N\NC(=O)Nc1ccccc1)C2	6%	3%	5%	0%	-5	3	-1%	17%
CCn1cc(C(=O)C(F)(F)F)c2ccccc21	-3%	19%	-1%	-8%	-3	13	-3%	1%
O=C(Cc1csc(Nc2nc(=S)[nH]c3ccccc23)n1)NCCCN1CCN(c2cccc(Cl)c2)CC1	44%	-1%	26%	-6%	-12	-84*	2%	-1%
CCOc1ccc(C(C)=O)cc1COC(=O)c1ccc2c(c1)NC(=O)CS2	15%	15%	-11%	-2%	3	13	-14%	8%
c1ccc(CNCCCNCCCCNCCCNCc2ccccc2)cc1	/	12%	6%	7%	-2	22	0%	11%
Cc1cc(C)c2oc(=O)cc(CN3CCN(Cc4ccccc4)CC3)c2c1	-19%	20%	-2%	2%	-7	-8	0%	-3%

Reprinted at random: four records from the list, in no set order.
SMILES	FUS yeast rescue	TDP43 rescue	Abeta rescue	aSyn rescue	DRD3 agonist	DRD3 antagonist	EPAC2 antag	EPAC2 ag
CC(OC(=O)CNS(=O)(=O)c1ccc2ccccc2c1)C(=O)N(C)c1ccccc1 (stereo not given)	46%	-31%[inhibitor]	22%	-3%	13	-28	-21%	28%
CCc1nnc(NC(=O)c2nc(S(C)(=O)=O)ncc2Cl)s1	2%	?	-3%	/	8	/	/	/
Cc1cc(C)c2oc(=O)cc(CN3CCN(Cc4ccccc4)CC3)c2c1	-19%	20%	-2%	2%	-7	-8	0%	-3%
CCCC12CN3CCN(CC(C3)/C1=N\NC(=O)Nc1ccccc1)C2	6%	3%	5%	0%	-5	3	-1%	17%
